# Assay outcomes from PubChem.
# mABHD4 FP: inhibitors of mouse ABHD4. inhibition, % at 8.92 µM. purified mABHD4, FP-Rh probe fluorescence polarization. AID 720543. Q8VD66. hit rate 0.54% among 370,000;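 active = inhibition exceeding the mean over every tested compound plus 3 SD, cut at about 30% in these data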;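 also: 0% = plate median of compound wells and 100% = S159A mutant with DMSO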
# Target sequence (Q8VD66 whole entry, looked up): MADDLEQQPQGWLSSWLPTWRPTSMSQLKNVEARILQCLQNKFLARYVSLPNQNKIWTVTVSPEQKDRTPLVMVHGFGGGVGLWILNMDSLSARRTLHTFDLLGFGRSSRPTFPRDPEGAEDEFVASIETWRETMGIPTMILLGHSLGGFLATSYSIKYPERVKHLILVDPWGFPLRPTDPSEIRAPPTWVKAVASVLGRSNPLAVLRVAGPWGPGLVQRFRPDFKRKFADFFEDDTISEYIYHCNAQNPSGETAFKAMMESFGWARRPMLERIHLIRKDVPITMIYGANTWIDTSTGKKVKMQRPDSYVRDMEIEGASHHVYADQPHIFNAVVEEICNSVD
#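 Assay system: mouse ABHD4 enzyme, wild type / Also added: fluorescent activity-based probe FP-Rh / Doses: single nominal dose of 8.92 µM, 0.89% DMSO final / Timing: 45 min compound pre-incubation plus 60 min probe step, 25 °C / Signal: FP readout, ex 525 nm / em 598 nm / Control set: S159A mutant/DMSO as 100%, compound-well median as 0%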
# NPR2 activator: GC-B (human) receptor activation; P20594; HEK293-GC-B cells, CNP EC30, cGMP TR-FRET; 0% at EC30 CNP, 100% saturating CNP; activation, % at 10 µM; hit rate 0.11% among 370,000; AID 1920062;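 active = activation at 10 µM reaching about 35% in either raw or pattern-adjusted values, limit read from the data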
# GC-A act: GC-A (human) enzyme activation; activation, % at 10 µM; P16066; HEK293 GC-A cells, cGMP TR-FRET, EC30 ANP; 0% at EC30 ANP, 100% saturating ANP; hit rate 0.14% among 370,000; in the data active = activation above about 40%
# ARFGAP1 inhibitor: inhibits rat ARF GTPase activating protein 1. AID 651572. hit rate 0.26% among 360,000. Arfgap1-stimulated ARF1 GTP hydrolysis, GDP FP detection. Q62848. inhibition, % at 16.5 µM;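 active = inhibition above a per-plate limit, mean inhibition of low control wells plus 3 SD, cut at about 25% in these data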;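 also: 0% = DMSO wells with enzyme and 100% = wells lacking Arfgap1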
# Target sequence (Q62848 1-136 limits assumed): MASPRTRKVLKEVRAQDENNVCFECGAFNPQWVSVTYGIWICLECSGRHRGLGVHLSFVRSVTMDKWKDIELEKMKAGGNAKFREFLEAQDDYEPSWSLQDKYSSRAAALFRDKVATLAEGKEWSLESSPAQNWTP
#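 Replicates: Single well per compound | Assay system: Truncated rat Arfgap1 GAP domain | Control set: No-Arfgap1 wells (100%) versus DMSO full-reaction wells (0%) | Times: Enzyme reaction 120 min at 25 °C after 20 min preincubation | Reagent: Human ARF1(Δ1-17)-GTP substrate | Measured by: Tracer-displacement fluorescence polarization with EDTA stop, 620/688 nm | Measure: Percent inhibition of Arfgap1-stimulated GTP hydrolysis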
# HTRA1 inhibitor: HTRA1 (human) protease inhibition; recombinant HTRA1, FP-rhodamine activity-based probe, fluorescence polarization; Q92743; AID 504803; inhibition, % at 5.96 µM; hit rate 0.5% among 340,000; in the data active = inhibition above about 36%;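 also: 0% = enzyme with DMSO and 100% = wells lacking enzyme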
# Target sequence (Q92743 whole entry, looked up): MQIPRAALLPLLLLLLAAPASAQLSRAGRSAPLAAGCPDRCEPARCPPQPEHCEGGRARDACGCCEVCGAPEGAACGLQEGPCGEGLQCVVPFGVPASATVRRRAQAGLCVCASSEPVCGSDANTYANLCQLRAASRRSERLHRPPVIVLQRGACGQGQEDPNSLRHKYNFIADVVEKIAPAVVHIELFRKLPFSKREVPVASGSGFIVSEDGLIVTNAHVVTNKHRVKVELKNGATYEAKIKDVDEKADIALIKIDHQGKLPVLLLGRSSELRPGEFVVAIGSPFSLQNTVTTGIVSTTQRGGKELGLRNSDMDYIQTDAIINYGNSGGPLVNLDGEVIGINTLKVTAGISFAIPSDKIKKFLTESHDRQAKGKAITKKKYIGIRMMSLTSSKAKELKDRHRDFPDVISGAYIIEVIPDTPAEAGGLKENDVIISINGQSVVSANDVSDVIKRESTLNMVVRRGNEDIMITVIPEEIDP
# SMARCA2 act: SMARCA2 function activation, primary screen. MG213 cells, MMTV-luciferase reporter, dexamethasone, overnight. activation, % at 9.1 µM. hit rate 1% among 370,000. AID 652017; in the data active = activation above about 7.8%;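 also: 0% = vehicle wells and 100% = reference activator wells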
# ASAP1 GAP inh: ASAP1 ArfGAP inhibition; ASAP1-stimulated ARF1 GTP hydrolysis, GDP FP detection; hit rate 0.19% among 360,000; inhibition, % at 16.5 µM; in the data active = inhibition above about 25%;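 also: 0% = vehicle with enzyme and substrate and 100% = no enzyme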
# NR1D1 modulator: modulates human Rev-erb alpha binding to DNA. P20393. Rev-erbα–FITC-DNA binding, fluorescence polarization, 90 min. activity, % at 10 µM. hit rate 0.79% among 370,000. AID 1259318;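 active = activity above about 14%, limit read from the data; passing the limit was not always enough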;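 also: 0% = DMSO wells with 35 nM protein and 100% = DMSO wells with 750 nM protein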
# rCAG RNA binder: molecules binding r(CAG) RNA repeats; inhibition, % at 3 µM; hit rate 1.3% among 370,000; r(CAG) RNA repeat, TO-PRO-1 dye displacement fluorescence;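 active = inhibition above the plate cutoff, the mean of all test compounds on that plate plus 3 SD, cut at about 35% in these data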;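 also: 0% = DMSO alone and 100% = 100 µM mitoxantrone as full dye displacement; higher means more dye released from RNA so lower well fluorescence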
# PG9 binder: small molecules binding HIV-1 gp120 antibody PG9. inhibition, % at 6.7 µM. hit rate 0.43% among 360,000. AID 624416. TR-FRET gp120-PG9 antibody binding; in the data active = inhibition above about 8.5%
# Starred values were filed as active, the others as inactive; · = no result given.
# The opening two compounds (preview)
1: COc1ccc(NC2CC(=O)NC2=O)cc1 (centres undefined)
2: Cc1nc(N)nc(N/N=C/c2ccccc2)n1
Assay by compound,1,2
mABHD4 FP,-5,-3
NPR2 activator,1,3
GC-A act,4,1
ARFGAP1 inhibitor,3,8
HTRA1 inhibitor,7,4
SMARCA2 act,-2,0
ASAP1 GAP inh,-13,-1
NR1D1 modulator,6,4
rCAG RNA binder,-1,1
PG9 binder,0.5,-3.0

# Results, from the start:
1: COc1ccc(NC2CC(=O)NC2=O)cc1 (centres undefined)
2: Cc1nc(N)nc(N/N=C/c2ccccc2)n1
3: CCOC(=O)C1CCCN(C(=O)c2cc3ncc(Br)cn3n2)C1 (centres undefined)
4: COc1ccc(NC(=S)NCc2ccc(Cl)cc2)c(OC)c1
5: COc1cc(C(=O)NCCC(=O)NCCc2ccc(Cl)cc2)cc(OC)c1OC
6: O=C(CC1CCCCC1)Nc1ccccc1-c1ccccc1
7: Cc1nnc(SCC(=O)N/N=C/c2cc(Cl)c(O)c(Cl)c2)s1
8: CCCc1c(C(=O)Nc2ccc(OC)cc2)cnn1-c1ccccc1
9: COc1ccc(-n2ncc3c(NCCCN4CCOCC4)ncnc32)cc1
10: Cc1c[nH]c2cccc(-c3cc4ccccc4o3)c12
Assay by compound,1,2,3,4,5,6,7,8,9,10
mABHD4 FP,-5,-3,-13,-2,-3,-5,8,-2,2,3
NPR2 activator,1,3,1,2,-4,-2,-1,-1,-5,-12
GC-A act,4,1,0,24,-8,-3,-1,2,8,1
ARFGAP1 inhibitor,3,8,2,0,8,-7,3,5,15,·
HTRA1 inhibitor,7,4,-4,-11,0,1,-1,-8,3,·
SMARCA2 act,-2,0,0,-1,2,-2,0,-2,0,-3
ASAP1 GAP inh,-13,-1,1,-8,-5,7,-10,-5,-14,·
NR1D1 modulator,6,4,-1,4,0,-2,-1,-4,0,-3
rCAG RNA binder,-1,1,0,-2,-6,10,-1,-6,-4,7
PG9 binder,0.5,-3.0,0.3,-2.4,1.1,-1.5,-5.1,-1.5,-0.8,·

11: CCOc1cccc(=O)c2c(C)n(Cc3ccco3)c(C)c12
12: O=[N+]([O-])c1[nH]cnc1/C=C/c1ccccc1
13: O=C(COC(=O)c1ccccc1O)Nc1cccc(S(=O)(=O)N2CCCC2)c1
14: O=C(CN1N=C(c2ccccc2)CCC1=O)NCCCN1CCc2ccccc2C1
15: COc1cc(C(=O)N2CCN(C/C=C/c3ccccc3)CC2)cc(OC)c1OC
16: CCCCS(=O)CC(CS(=O)CCCC)OC(=O)c1ccccc1 (centres undefined)
17: COc1cc(C)c(Cl)cc1S(=O)(=O)NCc1ccccn1
18: CCOC(=O)N1CCN(C(=O)CSC2=NS(=O)(=O)c3ccccc3N2)CC1
19: CCc1ccc(C(C(=O)NC2CCCC2)N(C(=O)c2csnn2)C2CC2)cc1 (centres undefined)
20: CCOC(=O)C1(C)CCN1C(=O)c1ccc(C(=O)OC)cc1 (centres undefined)
Assay by compound,11,12,13,14,15,16,17,18,19,20
mABHD4 FP,22,5,-15,3,0,-14,-1,5,3,-7
NPR2 activator,8,-1,-2,-2,4,2,-4,6,-2,7
GC-A act,8,-9,3,-4,4,-8,-3,2,-4,2
ARFGAP1 inhibitor,9,-12,-5,0,2,12,11,13,-5,-6
HTRA1 inhibitor,28,-8,-20,2,1,3,2,-2,2,·
SMARCA2 act,0,-1,-3,1,-4,-2,-2,-2,-4,-2
ASAP1 GAP inh,-1,3,0,-4,6,4,-7,9,-1,-9
NR1D1 modulator,-10,1,4,0,1,-2,-1,0,0,-7
rCAG RNA binder,15,1,5,-8,-8,-3,1,4,-1,1
PG9 binder,-1.9,-2.1,-4.0,-1.4,0.4,-1.5,1.0,1.0,-0.3,-1.9

# One compound at a time (already shown). Screens in order: mABHD4 FP	NPR2 activator	GC-A act	ARFGAP1 inhibitor	HTRA1 inhibitor	SMARCA2 act	ASAP1 GAP inh	NR1D1 modulator	rCAG RNA binder	PG9 binder
# Results for COc1cc(C(=O)N2CCN(C/C=C/c3ccccc3)CC2)cc(OC)c1OC = 0	4	4	2	1	-4	6	1	-8	0.4
# Results for CCOC(=O)N1CCN(C(=O)CSC2=NS(=O)(=O)c3ccccc3N2)CC1 = 5	6	2	13	-2	-2	9	0	4	1.0
# Results for CCc1ccc(C(C(=O)NC2CCCC2)N(C(=O)c2csnn2)C2CC2)cc1 (centres undefined) = 3	-2	-4	-5	2	-4	-1	0	-1	-0.3

# (continued)
21: O=C(O)c1ccccc1Nc1ccccc1C(=O)O
22: COc1ccc(-c2noc(CCCC(=O)Nc3ccc(C(N)=O)cc3)n2)cc1OC
23: COc1ccc(NC(=O)N(Cc2cc3cc(OC)c(OC)cc3[nH]c2=O)CC2CCCO2)cc1 (centres undefined)
24: CC(C)(C)OC(=O)N[C@@H](Cc1ccccc1)[C@H](O)c1ccco1
25: CC1(C)N=C(N)N=C(N)N1c1ccccc1
26: COc1cccc(C(=O)N/N=C(\C)c2cccc(NC(=O)c3ccc(F)cc3)c2)c1OC
27: COc1ccccc1NC(=O)C1CC(C(C)C)OC1=O (centres undefined)
28: CCOC(=O)C1C(=O)C=C(/C=C/c2ccccc2)CC1c1ccc(Cl)cc1 (centres undefined)
29: Cc1occc1-c1nnc(SCC(=O)NCCc2ccccc2)o1
30: Cc1ccc(C(=O)NCCCC(=O)O)o1
Assay by compound,21,22,23,24,25,26,27,28,29,30
mABHD4 FP,0,3,4,9,-4,-6,0,-10,-7,-9
NPR2 activator,3,2,-2,-6,2,8,-3,5,-1,-1
GC-A act,-1,4,-5,-1,3,2,5,2,-6,-1
ARFGAP1 inhibitor,8,-8,7,7,-3,10,-9,-5,4,-2
HTRA1 inhibitor,-3,2,-5,6,10,-3,·,-7,2,0
SMARCA2 act,2,-6,-1,1,0,3,-7,-2,4,-1
ASAP1 GAP inh,13,-3,-10,-19,-14,5,-3,7,1,5
NR1D1 modulator,4,2,-8,0,-4,-2,-2,4,-2,4
rCAG RNA binder,2,1,-6,-4,2,0,2,8,2,1
PG9 binder,-0.9,6.2,-2.1,2.5,-1.5,-1.8,1.9,-0.5,0.2,0.5

31: Cc1ccc(S(=O)(=O)c2nc(NCCN(C)C)sc2Cl)cc1
32: O=C(NCC1CC1)C1Cc2c(-c3cccc(F)c3)ccnc2O1 (centres undefined)
33: CC(C)CN(C(=O)COC(=O)c1cccs1)c1c(N)n(Cc2ccccc2)c(=O)[nH]c1=O
34: COc1ccc(C(=O)NCC2(c3ccc(OC)c(OC)c3)CCCC2)c(OC)c1
35: O=C(CN1CCN(Cc2ccc(Cl)cc2)CC1)N/N=C/c1c[nH]c2ccccc12
36: CCOCCCNC(=O)C(c1ccc(OC)cc1)N(Cc1cccs1)C(=O)c1ccccc1O (centres undefined)
37: O=c1cc(N2CCN(c3ccc(F)cc3)CC2)[nH]c(=O)n1C1CCCCC1
38: COc1ccc(NC(=O)COC(=O)C2CC(=O)N(c3ccc(C)cc3)C2)cc1 (centres undefined)
39: COc1ccc(CC(=O)N2CCN(S(=O)(=O)c3ccc(Cl)s3)CC2)cc1
40: CN(CC(=O)Nc1ccccc1Cl)C(=O)COC(=O)c1ccc(C(F)(F)F)cc1
Assay by compound,31,32,33,34,35,36,37,38,39,40
mABHD4 FP,-6,-3,3,-16,4,1,-4,1,1,6
NPR2 activator,-7,-6,3,-6,-9,-2,1,-4,-3,5
GC-A act,1,2,-3,-17,-2,-9,2,-1,1,2
ARFGAP1 inhibitor,6,-6,1,9,-4,8,-8,10,0,-10
HTRA1 inhibitor,-1,·,-2,-16,3,-1,-3,10,-2,-3
SMARCA2 act,-3,8,0,-1,-2,0,0,0,-2,1
ASAP1 GAP inh,-2,-10,-1,-1,-2,5,-7,5,3,-12
NR1D1 modulator,-1,-3,2,-4,-4,0,5,-3,2,-2
rCAG RNA binder,1,0,1,-9,-5,-4,4,-1,2,2
PG9 binder,-1.0,0.8,-0.6,0.4,-0.4,-1.4,-0.1,-1.2,-1.0,-0.7

41: CCOc1ccc(CNC(=O)C2CCCN(c3nnc(C)c4c(C)n(-c5ccccc5)nc34)C2)cc1 (centres undefined)
42: COc1ccccc1C1=NNC(=Nc2cccc(S(=O)(=O)N(C)C)c2)SC1
43: OCCN1CCN(C2CCC(c3ccc(F)cc3)c3ccc(F)cc32)CC1 (centres undefined)
44: CCS(=O)(=O)c1nc(S(=O)(=O)c2ccc(Cl)cc2)c(NCc2ccccn2)s1
45: O=c1[nH]c(SCc2ccc(Cl)cc2)nc2[nH]ncc12
46: COc1ccccc1N1CCN(C(=O)CCc2nnc3ccc(N4CCOCC4)nn23)CC1
47: COCCN(C(=O)c1cccc(N2C(=O)CCC2=O)c1)c1nc(-c2ccc([N+](=O)[O-])cc2)cs1
48: Cc1nc2ccc(C(=O)N3CCN(C(=O)C(Cl)Cl)CC3)cc2n1C1CCCC1
49: CCSC1=N/C(=C\c2cccnc2)C(=O)N1c1ccccc1
50: CC(C)(C)C1(O)CC(C(F)(F)F)=NN1C(=O)CCc1ccccc1 (centres undefined)
Assay by compound,41,42,43,44,45,46,47,48,49,50
mABHD4 FP,-5,-1,5,-6,5,4,-2,-2,4,-4
NPR2 activator,-14,4,-6,2,-9,-6,-4,-5,8,8
GC-A act,-7,3,-16,-2,2,-1,3,-2,-5,2
ARFGAP1 inhibitor,3,1,7,6,-4,-3,2,·,-6,4
HTRA1 inhibitor,-1,4,1,-3,-1,2,-2,·,-7,-3
SMARCA2 act,2,-6,-4,6,1,-1,-2,-6,3,2
ASAP1 GAP inh,12,1,6,-9,-10,1,-12,·,1,-7
NR1D1 modulator,-1,-1,-4,-3,7,-1,-1,-2,-5,7
rCAG RNA binder,-8,17,-5,-2,3,-8,3,4,-2,-7
PG9 binder,-2.0,-2.8,0.0,-1.6,-2.2,-3.1,0.0,·,-2.3,-1.3

51: O=C(CCNC(=O)N1CC(=O)Nc2ccccc21)NCCc1ccc(Cl)cc1
52: Cc1nn(-c2ccccc2)c(NC(=O)C(C)C)c(-c2ccccc2)c1=O
53: CC(=O)Nc1ccc(OCC(O)CN2CCN(c3ccc(Cl)cc3)CC2)cc1 (centres undefined)
54: Cc1ccc(C(=O)Nc2nnn(C)n2)cc1
55: CCOC(=O)Cc1csc(NC(=O)CSc2nc(C)cc(=O)[nH]2)n1
56: COc1ccc(CNC(=O)C(OC(=O)c2ccco2)c2ccc(OC)cc2)cc1 (centres undefined)
57: Fc1cccc(Cl)c1CNCc1cccnc1
Assay by compound,51,52,53,54,55,56,57
mABHD4 FP,-2,12,1,-5,-3,-1,-5
NPR2 activator,-3,-5,2,-3,-1,-1,-3
GC-A act,0,5,-2,2,5,-4,0
ARFGAP1 inhibitor,-1,-4,6,-1,11,3,3
HTRA1 inhibitor,-2,·,1,5,1,-7,7
SMARCA2 act,-4,-5,4,1,-2,-3,1
ASAP1 GAP inh,0,4,6,5,2,13,3
NR1D1 modulator,-5,8,-2,2,-6,3,-1
rCAG RNA binder,1,-1,-7,0,-2,-7,1
PG9 binder,1.8,1.2,-1.7,-2.4,0.1,-0.4,-2.0
